RSV antiviral HEp-2: inhibition of RSV-induced cytopathic effect – HEp-2 cells, primary 10 µM value included (AID 2391). HEp-2 cells, RSV-induced CPE inhibition; higher % means a stronger effect. one-dose CPE inhibition, % at 10 µM; IC50 in µM for titrated hits. 310,000 tested, 0.13% active; in the data active means a potency from the dose series; further: strong numbers were not always called active
* = called active by the depositor. The list is partial; count on the stated rates, not on these rows.

SMILES | RSV antiviral HEp-2
CCOC(=O)C1=C(C)NC(C)=C(C(=O)OCC)C1C(=O)OCC(=O)N1CCCCC1C (centres undefined) | 0.2%
Cc1cccc(NC(=O)CN2CCN(C(=O)c3cncn3-c3ccc(F)cc3)CC2)c1C | 0.1%
CCOc1ccc(/C=N/NC(=O)c2ccccc2C)cc1CN1CC2CC(C1)c1cccc(=O)n1C2 (centres undefined) | 3.8%
Cc1c(C(=O)OCC(=O)NCc2ccco2)cccc1[N+](=O)[O-] | 1.0%
CCOc1ccc(S(=O)(=O)N2CCOCC2)cc1NC(=O)CSCc1ccc(C)cc1 | 0.3%
O=C1c2ccccc2CCc2ccc(Br)cc21 | 3.6%
COc1ccccc1CNC(=O)CN1C(=O)N(C)C2(CCCCC2)C1=O | 0.0%
CC1CCN(C(=O)COC(=O)c2cc(=O)[nH]c3ccccc23)CC1 | 2.9%
COc1ccc(-c2ccc3c(c2)S(=O)(=O)c2cccc(C(=O)NC[C@@H]4CCCO4)c2C3=O)cc1OC | 0.3%
COc1ccc(CCN2CC(C(=O)N(C)Cc3cccnc3)CC2=O)cc1OC (centres undefined) | 0.4%
Cc1cc(C)n(-c2ccc(C(=O)N3CCN(S(=O)(=O)c4ccc(Cl)cc4)CC3)cc2)n1 | 1.4%
Cc1nc(C)c(C(=O)OCC(=O)NCc2ccccc2)s1 | 0.5%
CCOc1ccc(S(=O)(=O)N2CCC(C(=O)NCC(=O)Nc3cccc(Cl)c3C)CC2)cc1 | 27%
COCCn1c(SCC(=O)Nc2c(C)n(C)n(-c3ccccc3)c2=O)nc2ccccc2c1=O | 0.8%
NC(=O)c1ccc(NC(=O)COC(=O)CCN=C2NS(=O)(=O)c3ccccc32)cc1 | 1.1%
CC(C)(C)OC(=O)N[C@@H](C(=O)OC(C)(C)C)c1ccc(C(F)(F)F)cc1 | -0.5%
COc1ccccc1OCCNC(=O)c1cccc(S(=O)(=O)NCc2ccccc2)c1 | 4.2%
COc1ccccc1NC(=O)C(C)OC(=O)CSCC(=O)Nc1ccc(C)cc1C (centres undefined) | 4.2%
CCCCN(C(=O)CC1CCCC1)c1c(N)n(CCC)c(=O)[nH]c1=O | -1.2%
Cc1ccc(CN(C)CC(=O)Nc2ccccc2C(=O)NC2CC2)o1 | -0.3%
CCOc1ccc(NC(=O)CN(c2ccc(OC)cc2)S(=O)(=O)c2cccs2)cc1 | 0.3%
CN(CC(=O)Nc1ccccc1Cl)C(=O)COC(=O)/C=C/c1cccc(C(F)(F)F)c1 | 1.2%
COc1cc(C)c(CN2CCN(S(=O)(=O)c3ccc(Cl)s3)CC2)cc1OC | 1.9%
C=CCSc1nnc(NC(=O)c2ccc(N3CCCC3=O)cc2)s1 | 1.8%
CCN(CC(=O)Nc1ccc(OC)cc1)CC(=O)Nc1ccc2c(c1)OCO2 | 1.9%

Next part, starting with the last 5 of the part before.
SMILES | RSV antiviral HEp-2
CCOc1ccc(NC(=O)CN(c2ccc(OC)cc2)S(=O)(=O)c2cccs2)cc1 | 0.3%
CN(CC(=O)Nc1ccccc1Cl)C(=O)COC(=O)/C=C/c1cccc(C(F)(F)F)c1 | 1.2%
COc1cc(C)c(CN2CCN(S(=O)(=O)c3ccc(Cl)s3)CC2)cc1OC | 1.9%
C=CCSc1nnc(NC(=O)c2ccc(N3CCCC3=O)cc2)s1 | 1.8%
CCN(CC(=O)Nc1ccc(OC)cc1)CC(=O)Nc1ccc2c(c1)OCO2 | 1.9%
Cc1ccnc2c1ccc1c(C)ccnc12 | -0.3%
CN(Cc1ccccc1Br)C(=O)CSc1nnnn1C1CC1 | 0.3%
COCC(C)n1c(SCC(=O)Nc2ccc3c(c2)OCCO3)nc2ccccc2c1=O (centres undefined) | 0.1%
Cc1ccc(Cl)c(Cn2cnc3c(cnn3C(C)(C)C)c2=O)c1F | 1.4%
CC(=O)N1CCN(c2ccc(NCc3cccc(C)c3)cc2)CC1 | -0.1%
CS(=O)(=O)N1CCC(NC(=O)Nc2ccc(OC(F)(F)F)cc2)CC1 | 1.1%
O=C(CSc1ccc2c(c1)OCCO2)N1CCN(c2ccccc2)CC1 | 0.8%
C=C[C@@H]1c2cc(C)ccc2N(S(=O)(=O)c2ccc(C)cc2)[C@H](c2ccc(OC(C)=O)cc2)C1(C#N)C#N | -1.9%
O=C(Nc1ccccn1)c1ccc(Cl)c(S(=O)(=O)N2CCc3ccccc32)c1 | 2.5%
CC1(C)C[C@H]2C3=CCC4[C@@]5(C)CC[C@H](O)[C@](C)(CO)C5CC[C@@]4(C)[C@]3(C)C[C@H]3O[C@@H]1[C@H](O)[C@]32CO (some centres undefined) | 3.1%
COc1ccc(NC(=O)CN(C)C(=O)c2cn(-c3ccccc3)nc2-c2ccc(F)cc2)cc1 | 1.6%
Cc1cccc(NC(=O)c2ccc(S(=O)(=O)NCc3ccco3)cc2)n1 | 0.0%
COc1cccc(CC(=O)OCC(=O)N(C)CC(=O)Nc2ccccc2Cl)c1 | 1.5%
Cc1ccc(COC(=O)c2cc(S(=O)(=O)N3CCOCC3)ccc2C)cc1 | 4.6%
Cc1c(C(=O)N2CCN(c3ccccc3)CC2)oc2c(Cl)cccc12 | 5.2%
CCCCN(C(=O)CSCC(=O)Nc1ccc(C)cc1)c1c(N)n(CC(C)C)c(=O)[nH]c1=O | 0.0%
CC(OC(=O)/C=C/c1ccc2ccccc2n1)C(=O)N(C)c1ccccc1 (centres undefined) | 0.0%
COc1cccc(N2CCN(C(=O)c3cn(Cc4ccccc4)nc3-c3cccnc3)CC2)c1 | 1.8%
CC1(NC(=O)Cc2c(Cl)cccc2Cl)CCS(=O)(=O)C1 (centres undefined) | 0.5%
CC(OC(=O)CCC(=O)c1cccs1)C(=O)NC1CCCCC1C (centres undefined) | -0.3%
O=c1ccc(S(=O)(=O)N2CCCC2)cn1Cc1ccc(F)cc1 | 1.7%
CN(Cc1nc2ccccc2c(=O)[nH]1)C(=O)c1cc(C2CC2)nn1-c1ccccc1 | 22µM*
COC(=O)c1ccc(NC(=O)COc2ccc(N(C)S(=O)(=O)c3ccc(C)cc3)cc2)cc1 | 1.0%
CN1CCC(N(C)C(=O)COc2ccccc2Cl)CC1 | 0.1%
O=C(COC(=O)/C=C/c1ccc(C(F)(F)F)cc1)NC(=O)NCc1ccco1 | 3.1%

Marked active in RSV antiviral HEp-2 (from the list above):
SMILES | RSV antiviral HEp-2
CN(Cc1nc2ccccc2c(=O)[nH]1)C(=O)c1cc(C2CC2)nn1-c1ccccc1 | 22µM*

Additional compounds follow:
SMILES | RSV antiviral HEp-2
CCCCn1c(N)c(N(CCC(C)C)C(=O)C2CCCC2)c(=O)[nH]c1=O | 0.2%
CN(C)S(=O)(=O)c1ccc(NC(=O)CN2C(=O)NC(Cc3ccccc3)C2=O)cc1 (centres undefined) | 2.2%
COc1cc(OC)cc(C(=O)NNC(=O)CCc2nc3ccccc3c(=O)[nH]2)c1 | -0.2%
CN(c1ccccc1)S(=O)(=O)c1cccc(C(=O)NCc2ccccc2)c1 | 1.4%
COc1ccccc1NC(=O)C(C)OC(=O)CC1CCCCC1 (centres undefined) | -0.2%
CCCCN1CC(=O)N2[C@H]3c4ccccc4OC[C@@H]3[C@H](c3ccccc3)[C@]2(C)C1=O | 0.3%
COc1ccc(CNC(=O)COC(=O)c2[nH]c(C)c(C(C)=O)c2C)cc1OC | 0.0%
Cc1cc(Cl)cc(C)c1OCC(=O)N1CCN(c2ncccn2)CC1 | 1.1%
C=CCn1c(SC(C)C(=O)c2c(N)n(C)c(=O)n(C)c2=O)nnc1-c1ccoc1C (centres undefined) | 1.7%
CN(Cc1ccccc1)C(=O)CN1C(=O)NC2(CCCCCCC2)C1=O | 0.6%
O=C1C=C(c2ccc(Br)c3ccccc23)C[C@@H](c2ccc3c(c2)OCO3)C1 | 4.5%
C=C(C(=O)Oc1ccccc1C(C)(C)C)c1ccccc1 | -1.9%
CC(=O)OCC1=C(C(=O)O)N2C(=O)C(NC(=O)CC(C)c3ccccc3)C2SC1 (centres undefined) | 2.3%
CCOC(=O)c1c(-c2ccccc2)oc2cc(CN(C)C)c(O)c(CN(C)C)c12 | -3.8%
CC1CCCC(NC(=O)COC(=O)c2ccc3ncsc3c2)C1C (centres undefined) | 1.7%
CCCc1cc(=O)[nH]c(SCC(=O)NC2(C#N)CCCCC2)n1 | 1.8%
O=C(CSc1nc2[nH]c(=O)cc(O)c2s1)Nc1ccc(Br)cc1 | -0.6%
COc1cc(OC)cc(-c2c(C#Cc3ccsc3)c3cc(-c4ccc(OC)nc4)ccc3n2C)c1 | -1.5%
Cc1c(C(=O)OCC(=O)NCCc2ccc(S(N)(=O)=O)cc2)oc2ccccc12 | 1.6%
CCOc1cc(/C=N/NC(=O)c2ccccc2OCc2ccc(F)cc2)ccc1O | 0.7%
O=C(CN1C(=O)NC2(CCCCC2)C1=O)N1CCOCC1 | 2.0%
O=C(NCc1ccc(F)cc1)c1cccc2c1C(=O)c1ccc(Cl)cc1S2(=O)=O | 0.2%
CN(C)S(=O)(=O)c1cc(C(=O)Nc2ccn(C)n2)c(Cl)cc1Cl | 0.1%
Nc1cccc(CP(=O)(c2ccccc2)c2ccccc2)c1 | 0.4%
Cc1cccc(NC(=O)CNC(=O)c2cn(Cc3ccccc3)nc2-c2cccnc2)c1C | 2.0%

Next section.
SMILES | RSV antiviral HEp-2
CCCNC(=O)C(Cc1ccccc1)NC(=O)c1ccc(C(C)(C)C)cc1 (centres undefined) | 1.7%
O=C(Cn1ccc2ccccc2c1=O)NCCC(=O)N1CCN(C(=O)c2ccco2)CC1 | 0.0%
O=C(NC1CC1)c1cccc(S(=O)(=O)N2CCOCC2)c1 | 3.1%
COC(=O)c1c(C)[nH]c(C(=O)C(C)OC(=O)C2CC(=O)N(CCc3ccccc3)C2)c1C (centres undefined) | 2.7%
CCC(C(=O)N(C(C)C)C(C)C)c1ccccc1 (centres undefined) | 0.8%
CS(=O)(=O)c1ccc2nc(NC(=O)CCNC(=O)c3ccccc3Cl)sc2c1 | -0.2%
O=C(COc1ccccc1Cl)NNC(=O)c1ccc(-n2cncn2)c([N+](=O)[O-])c1 | 0.1%
COc1ccc(NC(=O)CSc2nnc3n2CCCCC3)cc1S(=O)(=O)N1CCOCC1 | 2.4%
O=C(COC(=O)C1CC2CCCC(C1)C2=O)NC(=O)c1ccccc1 (centres undefined) | 0.9%
CCCCNC(=O)CN(Cc1ccco1)S(=O)(=O)c1ccc(C(C)=O)cc1 | -0.6%
Cc1cccc(C)c1NC(=O)c1ccc(N2CCCC2=O)cc1 | 1.1%
CC(C)=C[C@@H]1C[C@H](C)[C@H]2CC[C@H](C)c3c(O)c(O)c(C)c1c32 | 1.8%
CC1CC(C)CN(C(=O)COC(=O)c2ccc3c(c2)OCO3)C1 (centres undefined) | 0.2%
Cc1ccccc1-c1cc(C(=O)NCc2cccs2)n(CC2CC(c3cccnc3)=NO2)n1 (centres undefined) | 5.1%
O=C(Nc1ccccc1OC(F)F)c1ccc(S(=O)(=O)N2CCCC2)cc1 | -0.1%
CCOc1ccc(N(C)S(=O)(=O)c2ccc(C)c(C(=O)Nc3nnc(C4CC4)s3)c2)cc1 | 2.6%
COc1ccc2sc(-c3ccccc3OC)c(-c3ccc(OC)c(F)c3)c2c1 | 1.3%
COc1cc(/C=C/C(=O)OCC(=O)N2CCCC2)cc(OC)c1OC | -0.2%
C=CCOc1ccc(CN(C)C(=O)c2ccc(CNS(=O)(=O)c3ccc(C)c(C)c3)cc2)cc1 | -0.8%
CCN(CC)S(=O)(=O)c1cc(NC(=O)C2CSC3(C)CCC(=O)N23)ccc1C (centres undefined) | 0.7%
O=C(NNC(=O)c1ccc(F)c(S(=O)(=O)N2CCOCC2)c1)c1ccc([N+](=O)[O-])cc1 | 1.5%
COc1ccc(CCNC(=O)c2cccc(S(=O)(=O)N3CCCC3)c2)cc1OC | 0.8%
O=C(NCc1ccc(F)cc1)C1CC(=O)N(C2CCCC2)C1 (centres undefined) | 1.2%
Nc1ncccc1C(=O)OCC(=O)NC1CCCCCC1 | -0.3%
Cc1ccccc1OCCOC(=O)c1ccc(S(=O)(=O)N2CCCC2)cc1 | -0.8%

Among those listed so far, these have a nitro group on carbon:
SMILES | RSV antiviral HEp-2
Cc1c(C(=O)OCC(=O)NCc2ccco2)cccc1[N+](=O)[O-] | 1.0%
O=C(COc1ccccc1Cl)NNC(=O)c1ccc(-n2cncn2)c([N+](=O)[O-])c1 | 0.1%
O=C(NNC(=O)c1ccc(F)c(S(=O)(=O)N2CCOCC2)c1)c1ccc([N+](=O)[O-])cc1 | 1.5%

Reformatted: five of the compounds above
SMILES,RSV antiviral HEp-2
COc1ccc2sc(-c3ccccc3OC)c(-c3ccc(OC)c(F)c3)c2c1,1.3%
COc1cc(/C=C/C(=O)OCC(=O)N2CCCC2)cc(OC)c1OC,-0.2%
C=CCOc1ccc(CN(C)C(=O)c2ccc(CNS(=O)(=O)c3ccc(C)c(C)c3)cc2)cc1,-0.8%
CCN(CC)S(=O)(=O)c1cc(NC(=O)C2CSC3(C)CCC(=O)N23)ccc1C (centres undefined),0.7%
O=C(NNC(=O)c1ccc(F)c(S(=O)(=O)N2CCOCC2)c1)c1ccc([N+](=O)[O-])cc1,1.5%

Remaining list, next part:
SMILES | RSV antiviral HEp-2
COc1ccc(CC(=O)OCC(=O)NC(=O)Nc2ccccc2F)cc1 | 0.4%
CCCN(Cc1ccc(C)cc1)C(=O)c1ccc(CNS(=O)(=O)c2ccc(C(C)=O)cc2)cc1 | -0.3%
CCOc1ccc(C(=O)OCC(=O)Nc2cccc(S(=O)(=O)N3CCCC3)c2)cc1 | 0.3%
CC1CN(S(=O)(=O)c2ccc(C(=O)N3c4ccccc4CC3C)cc2)CC(C)O1 (centres undefined) | 0.3%
COc1ccc(C(CNC(=O)C2COc3ccccc3O2)N2CCCC2)cc1 (centres undefined) | -0.8%
CCCN(CC(=O)Nc1ccccc1OC)C(=O)CC1CCCC1 | -0.2%
COc1cc2c(cc1OC)CN(C(=O)c1nn(Cc3ccccc3)c(=O)c3ccccc13)CC2 | 2.8%
O=C(COC(=O)c1ccc(Cl)nc1)NC1CCCCCC1 | 1.1%
O=C(CN1CCN(C(=O)c2cncn2-c2ccccc2)CC1)Nc1ccccc1Cl | 2.6%
O=C(NCC(=O)N1CCCCC1)c1sc2ccccc2c1Cl | 0.3%
Cc1cccc(C)c1NC(=O)COC(=O)C1CC1 | -0.1%
COCCn1c(Cc2ccccc2)nnc1SC(C)C(=O)NC1CC1 (centres undefined) | 0.6%
CNC(=O)C(C)Sc1ccc(S(=O)(=O)N2CCOCC2)cn1 (centres undefined) | -0.2%

Screens as filed in PubChem BioAssay.
